SENP6 inh: inhibitors of human SENP6 protease; Recombinant SENP6 catalytic domain, aminoluciferin luminescence; inhibition, % at 10 µM; actives 1.8% (n = 330,000); AID 2599;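 active = inhibition above about 50% at the single tested dose, limit read from the data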;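 also: plate controls were DMSO wells with enzyme for no effect and DMSO wells lacking enzyme for full effect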
GRIN3A LBD mod: modulates the human NR3A ligand-binding domain. NR3A LBD differential scanning fluorimetry, Tm shift; 0% = protein alone, 100% = glycine-bound protein. Tm shift relative to glycine control, % at 25 µM. actives 2.5% (n = 340,000). AID 1259313;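 active = melting temperature shift of at least 10% of the positive control shift, at one fixed dose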
MPTP block: blocks calcium-induced mitochondrial swelling | inhibition, % at 10 µM | isolated mouse mitochondria, Ca2+ swelling absorbance, 30 min | actives 1.4% (n = 360,000);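 active = inhibition of 50% or more, scaled per plate between neutral and stimulator controls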;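 also: 0% = DMSO wells given calcium and 100% = 1 mM EGTA wells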
ATG4B inh: blocks human ATG4B protease cleavage of LC3 substrate; ATG4B cleavage of LC3-PLA2, NBD-HPC fluorescence, 1 h; inhibition, % at 8.33 µM; actives 0.51% (n = 340,000); AID 504462; in the data active = inhibition above about 40%
HKDC1 inhibitor: blocks human hexokinase HKDC1 activity; Q2TB90; recombinant HKDC1, G6PDH/diaphorase resazurin coupled fluorescence; inhibition, % at 20 µM; actives 0.16% (n = 340,000);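 active = inhibition above about 35% when tested at 20 µM, limit read from the data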;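 also: plate controls were DMSO wells with enzyme for no effect and DMSO wells lacking enzyme for full effect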
Target sequence (Q2TB90 whole entry, looked up): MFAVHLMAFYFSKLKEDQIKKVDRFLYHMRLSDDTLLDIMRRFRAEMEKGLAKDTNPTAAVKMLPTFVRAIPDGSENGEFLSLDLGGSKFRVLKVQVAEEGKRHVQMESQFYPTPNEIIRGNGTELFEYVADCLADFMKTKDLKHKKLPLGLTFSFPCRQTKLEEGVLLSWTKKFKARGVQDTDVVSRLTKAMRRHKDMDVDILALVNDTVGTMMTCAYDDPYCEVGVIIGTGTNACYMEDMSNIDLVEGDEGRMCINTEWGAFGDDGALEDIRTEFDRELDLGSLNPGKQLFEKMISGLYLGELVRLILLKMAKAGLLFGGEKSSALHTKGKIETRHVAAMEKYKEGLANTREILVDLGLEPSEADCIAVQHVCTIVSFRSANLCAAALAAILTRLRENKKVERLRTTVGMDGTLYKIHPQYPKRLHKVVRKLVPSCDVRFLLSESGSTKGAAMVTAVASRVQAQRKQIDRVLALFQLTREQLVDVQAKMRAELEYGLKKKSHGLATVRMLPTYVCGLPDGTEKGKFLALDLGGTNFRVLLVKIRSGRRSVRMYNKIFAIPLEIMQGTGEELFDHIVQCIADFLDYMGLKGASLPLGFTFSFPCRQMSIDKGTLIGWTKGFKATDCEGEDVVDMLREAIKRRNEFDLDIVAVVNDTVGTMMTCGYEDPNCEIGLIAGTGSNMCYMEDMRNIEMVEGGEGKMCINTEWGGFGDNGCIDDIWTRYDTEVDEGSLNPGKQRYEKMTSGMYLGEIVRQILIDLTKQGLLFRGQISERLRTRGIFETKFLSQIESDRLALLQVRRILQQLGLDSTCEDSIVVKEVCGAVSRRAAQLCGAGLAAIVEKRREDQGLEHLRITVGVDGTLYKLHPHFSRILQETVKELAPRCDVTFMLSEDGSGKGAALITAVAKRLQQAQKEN
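Assay system: recombinant HKDC1 hexokinase; detection: coupled resazurin fluorescence, excitation 525 nm, emission 613 nm; benchmarks: DMSO-plus-enzyme-mix negative control, buffer-substituted positive control; compound dosing: single 20 µM dose; schedule: 90 min at room temperature in dark; also added: glucose plus 1 mM ATP as hexokinase substrates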
SENP8 block: blocks human SENP8 cleavage of Nedd8 substrate; Q96LD8; inhibition, % at 20 µM; recombinant SENP8, Nedd8 substrate fluorescence; actives 0.64% (n = 360,000); in the data active = inhibition mostly above about 40%, no sharp cut-off; inactive = mostly below about 27%
Target sequence (Q96LD8 whole entry, looked up): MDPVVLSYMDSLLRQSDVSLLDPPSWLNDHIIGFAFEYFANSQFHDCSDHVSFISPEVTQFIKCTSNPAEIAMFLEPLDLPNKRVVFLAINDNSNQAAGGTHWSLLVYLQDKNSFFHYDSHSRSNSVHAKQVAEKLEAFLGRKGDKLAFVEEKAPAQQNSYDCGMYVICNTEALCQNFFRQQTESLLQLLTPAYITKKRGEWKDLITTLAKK
PfGluPho inh: PfG6PD (Plasmodium falciparum) enzyme inhibition; PfGluPho enzyme, NADPH resazurin-diaphorase fluorescence; inhibition, % at 20 µM; actives 0.78% (n = 350,000); AID 504690;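 active = inhibition reaching at least a set limit at 20 µM in the primary screen, cut at about 59% in these data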;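 also: 0% = DMSO wells with substrate and 100% = DMSO wells lacking glucose-6-phosphate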
SENP7 block: inhibitors of human SENP7 protease; actives 1.5% (n = 330,000); Q9BQF6; recombinant SENP7, Z-RLRGG-aminoluciferin luminescence, 40 min; inhibition, % at 5 µM;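 active = inhibition above about 50% at the single test dose, limit read from the data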;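 also: plate controls were DMSO with enzyme for no effect and no enzyme buffer wells for full effect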
An asterisk follows results filed as active; . = no result given. Compounds as they come; about 6.9% have a hit in one of these screens.

Results follow in this order: ATG4B inh | PfGluPho inh | SENP6 inh | MPTP block | SENP8 block | HKDC1 inhibitor | GRIN3A LBD mod | SENP7 block
[1] COc1cccc(/C=N/NC(=O)c2ccc(N(C)S(=O)(=O)c3ccccc3)cc2)c1OC
→ -2 | 10 | 4 | -0.2 | -17 | 0 | 0 | -3
[2] CCn1c(CNC(=O)c2ccc(F)cc2)cc2ccccc21
→ 2 | 6 | -23 | 1.1 | 6 | -6 | -1 | -6
[3] O=C(NCc1ccccc1)C1CCN(S(=O)(=O)c2ccc(Cl)cc2)CC1
→ 5 | -5 | -11 | -1.3 | 18 | -7 | 2 | -2
[4] O=C(c1cc(-c2ccc(Cl)cc2Cl)on1)N1CCN(C(=O)c2ccco2)CC1
→ -2 | 4 | -15 | -0.4 | 36 | -2 | 3 | 0
[5] Cc1cccc(CN2CCC(Oc3ccc(C(=O)N4CCCCC4)cc3)CC2)c1
→ 30 | 18 | -20 | -1.5 | 10 | -8 | -1 | -3
[6] O=C1C=C(c2cccc(CO)c2)C[C@@H](c2ccc(F)cc2)C1
→ 6 | 5 | -14 | 0.1 | 6 | -5 | -5 | -6
[7] O=[N+]([O-])c1cc(S(=O)(=O)Nc2ccc(Cl)cc2)ccc1N/N=C/c1ccncc1
→ 2 | -1 | -18 | -0.5 | 12 | -8 | 12* | -5
[8] COC(=O)c1cccc(CSc2nnc(C)s2)c1
→ 0 | -21 | -4 | -0.9 | 2 | 6 | -1 | 6
[9] COC(=O)/C=C1\SC(=NC(=O)c2ccc(OC)cc2)NC1=O
→ -4 | -8 | -3 | -0.6 | 25 | -4 | -5 | -9
[10] COc1ccccc1CN(C)C(=O)c1ccc(S(=O)(=O)Nc2c(C)n(C)n(-c3ccccc3)c2=O)cc1
→ 1 | -18 | 20 | -1.3 | 5 | 7 | -2 | -2
[11] CC(=O)N1c2ccc(S(=O)(=O)N(C)CC(=O)NCc3ccccc3)cc2CC1C (configuration not stated)
→ 2 | -12 | -6 | -1.6 | 15 | -4 | 1 | 8
[12] Cc1ccc(NC(=O)C2CC3CCC2C3)c(Br)c1 (configuration not stated)
→ 7 | 4 | -12 | -0.2 | 5 | -9 | -1 | 13
[13] CC(C)(Oc1ccc(Cl)cc1)C(=O)NC1CCN(Cc2ccccc2)CC1
→ -4 | 1 | -9 | 2.3 | 7 | -3 | . | -7
[14] Cn1c(CSCc2ccc(F)cc2)nnc1SCC(=O)Nc1cccc(C(=O)O)c1
→ -3 | 9 | -10 | 1.1 | 12 | -7 | -1 | -3
[15] COc1ccc(NC(=O)C2CCN(C(=O)C3CC(=O)N(c4ccc(C)cc4)C3)CC2)c(OC)c1 (configuration not stated)
→ 2 | -2 | 9 | 0.8 | 6 | 1 | -4 | 8
[16] O=C(CSc1ccc([N+](=O)[O-])cc1)OCC(=O)N1CCCC1=O
→ 5 | -7 | 8 | -0.2 | 17 | 4 | -2 | 2
[17] COc1cc2cnc(-c3ccsc3)cc2cc1OC
→ -14 | 30 | -2 | -1.4 | -13 | -2 | -3 | 5
[18] O=C(CC1C(=O)NCCN1C(=O)c1ccc(F)cc1)OCc1ccccc1 (configuration not stated)
→ -3 | 8 | 7 | 0.6 | 29 | -4 | -3 | -13
[19] O=C(Nn1c(-c2ccc(Cl)cc2)nc2ccccc2c1=O)c1cccnc1Cl
→ -4 | -17 | 1 | 1.2 | 6 | -10 | -1 | 5
[20] CCC(C(=O)NCCc1ccccc1)c1ccccc1 (configuration not stated)
→ 4 | 11 | -11 | 0.3 | 13 | -6 | -1 | -2
[21] Cc1ccc(CSc2nnc([C@@H]3CCCN3)o2)cc1
→ -8 | 27 | -8 | 1.3 | 19 | 0 | -1 | -10
[22] CCCCOc1ccc(C(C)(O)CCN2CCOCC2)cc1 (configuration not stated)
→ 4 | -4 | -1 | -2.0 | 18 | 1 | 0 | -3
[23] CC(C)OC(=O)c1ccc2nc3ccccc3nc2c1
→ -2 | 10 | -24 | 0.8 | 11 | 5 | 1 | 49
[24] CCCC1(C(=O)OC)NC(c2ccco2)C2C(=O)N(C)C(=O)C21 (configuration not stated)
→ -8 | 4 | -3 | -3.0 | 5 | -1 | 0 | -6
[25] CCCc1cc(=O)oc2c3c(cc(OCC(=O)NCc4ccccn4)c12)OC(C)(C)CC3
→ -31 | 12 | 1 | -2.1 | -195 | 11 | -3 | -2
[26] C=CCS(=O)(=O)c1cccc2cccnc12
→ -4 | 23 | -13 | -1.2 | -36 | 6 | 0 | -6
[27] COc1ccc(Cl)cc1NC(=O)CN(C)C(=O)CCc1nc2ccccc2c(=O)[nH]1
→ -7 | 15 | -5 | 1.3 | 11 | 4 | 2 | -5
[28] O=C(NCc1cccc(F)c1)C1CCC(=O)N(CC2CCCCC2)C1 (configuration not stated)
→ 0 | 6 | -12 | 0.2 | 9 | -5 | 2 | -19
[29] COc1ccc(/C=C/C(=O)OCC(=O)Nc2ccc(OC)c(S(=O)(=O)N3CCCCC3)c2)cc1
→ -24 | 2 | -4 | 0.6 | 10 | 0 | -12 | 0
[30] CCC(CC)C(=O)c1c[nH]c(C(=O)NCc2cccs2)c1
→ 1 | -2 | -23 | 0.1 | 6 | -1 | -1 | 2
[31] COc1ccccc1NC(=O)CNc1ccc(F)c(Cl)c1
→ -9 | 8 | -13 | -0.9 | -1 | -7 | -3 | -3
[32] Cc1ccccc1-n1cnc2c(sc3nc(N4CCOCC4)c4c(c32)CCCC4)c1=O
→ 1 | 5 | -21 | 6.2 | -448 | 1 | 0 | -1
[33] COc1ccc(Cl)cc1NC(=O)CN(C)C(=O)C1CC(=O)N(Cc2ccc(C)cc2)C1 (configuration not stated)
→ -15 | 10 | -3 | -3.3 | -18 | -6 | 0 | -1
[34] CN(CC(=O)Nc1ccc(F)cc1)C(=O)c1cc(-c2cccs2)nn1-c1ccccc1
→ 1 | 9 | 6 | 2.0 | 4 | 4 | -12 | 6
[35] CC(=O)Nc1nnc(SCC(=O)N2CCN(Cc3ccccc3)CC2)s1
→ -2 | -6 | 11 | 0.7 | 8 | -6 | -1 | 3
[36] O=C1Nc2ccccc2OC1CC(=O)N1CCOCC1 (configuration not stated)
→ -7 | -6 | -8 | 0.6 | 1 | -2 | 1 | -7
[37] C=CCn1c(SCC(=O)Nc2cccc3ccccc23)nc(O)c(CC)c1=O
→ -4 | 0 | -14 | -0.1 | -18 | 10 | -1 | -6
[38] CCN1CC2=C(OC(N)=C(C#N)C2c2ccccc2)/C(=C\c2ccccc2)C1 (configuration not stated)
→ 2 | 10 | 6 | -1.0 | -53 | 2 | -3 | 6
[39] COc1ccc(N2CCN(C(=O)NCc3ccc(OC)c(Cl)c3)CC2)cc1
→ -8 | -6 | 7 | 0.2 | 13 | -2 | 0 | -4
[40] O=C1CC(c2ccccc2)=C(c2ccccc2)C1c1ccccc1 (configuration not stated)
→ -4 | -2 | . | -1.4 | 11 | 2 | -1 | .
[41] CCc1ccc(NC(=O)/C(C#N)=C/c2cn(CC(=O)O)c3ccccc23)cc1
→ -4 | -6 | -10 | -0.6 | -68 | -8 | 0 | 7
[42] CC/C=C/C(=O)N1CC2(CC(c3cccc(NC(=O)CC)c3)=NO2)C[C@H]1C(N)=O (some centres not stated)
→ -3 | -16 | 11 | -0.3 | 4 | 0 | 1 | -5
[43] CCOC(=O)c1c(C)n(C)c2ccc(OC)c(NC(=O)CCN3CCC(Cc4ccccc4)CC3)c12
→ -14 | 29 | -8 | 1.7 | 18 | -5 | -1 | 12
[44] Oc1ccc(-c2cn3c(n2)SCC3)cc1O
→ -9 | 63* | -6 | 3.4 | 9 | 5 | 0 | -8
[45] COc1cc(C(=O)NNC(=O)c2ccc(F)cc2)ccc1OCC(=O)N1CCOCC1
→ -4 | -26 | 5 | -0.3 | 0 | -2 | 1 | 1
[46] COc1ccccc1C(=O)NCC(=O)OCC(=O)c1ccc(Cl)s1
→ -3 | -6 | 1 | 1.3 | 16 | -5 | -3 | 5
[47] N/C(=N\OC(=O)c1ccco1)c1cccnc1
→ -5 | 7 | 26 | -1.6 | -3 | -9 | 0 | 15
[48] CC(C)Cn1c(N)c(C(=O)CSc2ncn[nH]2)c(=O)n(C)c1=O
→ -8 | 5 | . | -0.1 | 4 | 2 | -1 | .
[49] CC(=O)Oc1c(Cl)c(N2CCOCC2)c(OC(C)=O)c2ccccc12
→ -9 | 48 | 4 | 4.4 | 5 | 9 | 3 | 3
[50] Cc1ccc(C)c(Cn2nc(-c3ccccc3)ccc2=O)c1
→ 22 | -2 | 2 | 0.8 | 1 | -1 | 2 | -4

Next section; the last two above are carried over.
Results follow in this order: ATG4B inh | PfGluPho inh | SENP6 inh | MPTP block | SENP8 block | HKDC1 inhibitor | GRIN3A LBD mod | SENP7 block
[49] CC(=O)Oc1c(Cl)c(N2CCOCC2)c(OC(C)=O)c2ccccc12
→ -9 | 48 | 4 | 4.4 | 5 | 9 | 3 | 3
[50] Cc1ccc(C)c(Cn2nc(-c3ccccc3)ccc2=O)c1
→ 22 | -2 | 2 | 0.8 | 1 | -1 | 2 | -4
[51] COCCn1c(-c2ccc(C)cc2)nc2oc3cc(OC)ccc3c(=O)c2c1=O
→ -14 | 4 | -1 | 1.2 | 0 | 3 | 0 | 7
[52] COc1ccccc1N1CCN(C(=O)c2oc3cc(C)c(C)cc3c2C)CC1
→ 4 | 5 | . | 3.3 | 9 | 8 | 3 | .
[53] Cc1sc2ncn(CC(=O)NCc3ccccn3)c(=O)c2c1S(=O)(=O)N1CCOCC1
→ -11 | -5 | 7 | -0.3 | 23 | 4 | 1 | -1
[54] COc1ccc2nc(NC(=O)c3ccoc3C)sc2c1
→ -8 | -2 | 101* | -1.1 | -58 | -7 | 6 | 100*
[55] Cc1cc([N+](=O)[O-])nn1CC(=O)N/N=C/c1ccccc1F
→ -8 | -2 | -8 | 2.2 | 12 | -1 | 6 | 6
[56] CCN1CCc2c(sc(NC(=S)NC(=O)c3ccc(Cl)cc3)c2C(N)=O)C1
→ 5 | 48 | 12 | -1.2 | -299 | 2 | -1 | -9
[57] COc1ccc(N2C(=O)C3CCCN3C2=O)cc1 (configuration not stated)
→ -6 | 15 | -10 | 2.3 | 18 | 1 | 2 | -8
[58] CCCCCn1nc(C(=O)N(CC(C)C)c2c(N)n(CCCC)c(=O)[nH]c2=O)c2ccccc2c1=O
→ -3 | -2 | -6 | 1.4 | -3 | -2 | -3 | -4
[59] COc1ccc(CN(C(=O)c2snc(C(N)=O)c2N)C(C(=O)NC2CCCC2)c2cc(OC)ccc2OC)cc1 (configuration not stated)
→ 5 | 22 | 21 | -0.3 | -282 | -6 | -3 | -19
[60] CCCn1c(C)nc2cc(Cl)c(N3CCN(c4nc(-c5ccc(C)cc5)cs4)CC3)cc21
→ 6 | 34 | -6 | -2.2 | -25 | -3 | -12 | -6
[61] CCOc1ccc(Cc2c(C)[nH]c3ccc(C(=O)O)cc3c2=S)cc1
→ 11 | -12 | 17 | 0.2 | -2 | -3 | 9 | 1
[62] Cc1ccc2c(c1)N(CC(=O)NCCc1ccccc1)C(=O)c1cccnc1O2
→ -9 | 9 | 11 | -3.0 | 9 | -7 | 1 | 1
[63] COc1cc(/C=N/n2cnn(Cc3ccccc3Cl)c2=S)cc(OC)c1OC
→ 1 | 25 | -1 | -1.7 | -3 | -2 | -12 | -1
[64] COc1cccc(NC(=O)c2cnn(-c3ccccc3)c2C)c1
→ -9 | 63* | 82* | 2.4 | 6 | -1 | 1 | 85*
[65] CCOC(=O)c1ccccc1NC(=O)COC
→ -11 | -14 | 11 | 0.5 | -25 | -1 | -4 | -2
[66] CC(=O)Nc1cccc(-c2csc(Nc3ccc(Cl)cn3)n2)c1
→ -7 | 30 | 45 | -0.3 | -108 | -6 | 14* | 14
[67] CCN(CC(=O)NCc1ccc(F)cc1)C(=O)COc1ccc(C)c(C)c1
→ 5 | -3 | -24 | 1.9 | 4 | -13 | -8 | -3
[68] Clc1ccccc1OCc1nn[nH]n1
→ -14 | 3 | 4 | 4.6 | -4 | -1 | 0 | 2
[69] COc1ccc(CN2CCN(CCc3ccccc3)C(CCO)C2)c(O)c1 (configuration not stated)
→ 15 | 5 | -31 | -0.2 | 3 | -10 | -3 | 3
[70] CCOC(=O)c1sc2nc(C(C)C)c3c(c2c1N)CCC3
→ 1 | -12 | -10 | 3.5 | -284 | 6 | 3 | -11

Compound activity from PubChem.
